TRPN1 ag: zebrafish TRPN1 (NompC) channel agonism; AID 1424; activation, % at 3 µM; 0.18% of 220,000 active; HEK293 zebrafish TRPN1-YFP, Fluo-8 calcium fluorescence; 100% = response to 87 µM carbachol;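 active = activation above its plate's cutoff, the mean activation of test wells on that plate plus 3 SD, cut at about 19% in these data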;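 note: 0% = DMSO alone and 100% = 87 µM carbachol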
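Material – zebrafish TRPN1-YFP in HEK293 cells · Doses – 3 µM single point · Schedule – dye 1 h 37 °C plus 30 min RT · Signal – Fluo-8 calcium fluorescence, excitation 470-495 nm, emission 515-575 nm · Read-out – % activation versus carbachol response · Control set – carbachol high, DMSO low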
TbHK1 inh: blocks Trypanosoma brucei hexokinase 1 activity; recombinant TbHK1, G6PDH-coupled NADH A340; inhibition, % at 10 µM; 0.11% of 220,000 active; AID 1430;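 active = inhibition of 50% or more in the single-dose primary screen; inactive = inhibition below 50%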
EBV gp42 block: blocks Epstein-Barr virus glycoprotein 42 binding. Q1HVG2. Fluorescence polarization binding assay, mP read-out. 0.42% of 220,000 active. inhibition, % (tested at 21.74 µM); in the data active = inhibition above about 50%
Target sequence (Q1HVG2 whole entry, looked up): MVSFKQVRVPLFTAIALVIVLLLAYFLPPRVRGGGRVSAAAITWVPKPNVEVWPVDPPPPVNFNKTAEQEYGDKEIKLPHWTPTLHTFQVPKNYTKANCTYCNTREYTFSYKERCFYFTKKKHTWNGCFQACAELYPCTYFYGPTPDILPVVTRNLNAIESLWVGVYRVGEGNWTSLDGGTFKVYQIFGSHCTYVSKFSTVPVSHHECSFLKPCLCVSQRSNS
m-calpain inh: calpain II (pig) inhibition; purified calpain II, fluorogenic peptide substrate, 30 min; inhibition, % at 16 µM; 0.37% of 220,000 active;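 active = inhibition above about 50%, limit read from the data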
TRPML3 agonist: agonists of human TRPML3 channel; Q8TDD5; HEK293 TRPML3-YFP, Fluo-8 calcium fluorescence; 100% = the carbachol control signal; activation, % at 3 µM; 0.29% of 220,000 active; AID 1448;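 active = activation above its plate's cutoff, the mean activation of the plate's test wells plus 3 SD, cut at about 12% in these data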;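 note: 0% = DMSO only wells and 100% = carbachol wells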
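Test system – HEK293 line with stable expression of human TRPML3-YFP channel · Control set – carbachol 87 µM final as high control (100%), DMSO as low control (0%) · Signal – Fluo-8 calcium dye fluorescence, ex 470-495, em 515-575 nm · Incubation – 1-h 37 °C dye load, 5-s basal, 120-s post-compound reads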
Furin inhibitor: human furin inhibition; purified furin, fluorogenic substrate cleavage; inhibition, % at 30 µM; 0.061% of 220,000 active; AID 463115; in the data active = inhibition above about 25%; note: inactives centre near -15
Target sequence (P09958 108-714 limits assumed): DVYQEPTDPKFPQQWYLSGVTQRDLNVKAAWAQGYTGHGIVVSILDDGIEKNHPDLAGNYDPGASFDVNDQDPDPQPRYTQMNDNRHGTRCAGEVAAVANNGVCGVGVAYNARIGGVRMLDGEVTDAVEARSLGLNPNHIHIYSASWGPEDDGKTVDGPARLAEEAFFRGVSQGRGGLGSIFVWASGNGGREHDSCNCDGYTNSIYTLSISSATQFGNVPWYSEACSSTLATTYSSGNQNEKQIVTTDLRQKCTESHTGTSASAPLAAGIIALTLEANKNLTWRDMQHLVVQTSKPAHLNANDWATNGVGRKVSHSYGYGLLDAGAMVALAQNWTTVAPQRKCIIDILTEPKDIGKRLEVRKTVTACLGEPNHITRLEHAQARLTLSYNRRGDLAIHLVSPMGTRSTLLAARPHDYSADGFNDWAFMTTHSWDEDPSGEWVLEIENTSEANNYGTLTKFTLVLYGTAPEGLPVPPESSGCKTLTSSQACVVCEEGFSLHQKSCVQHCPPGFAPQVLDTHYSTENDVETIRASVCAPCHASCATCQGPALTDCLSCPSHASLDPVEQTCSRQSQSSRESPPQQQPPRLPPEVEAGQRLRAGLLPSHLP
thrombin 1536: inhibitors of human thrombin. P00734. alpha-thrombin, Boc-VPR-AMC fluorogenic substrate cleavage. inhibition, % at 5 µM. 0.26% of 220,000 active. AID 1046;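 active = inhibition at or above 40%; inactive = inhibition below 40%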;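 note: 0% = enzyme with no compound and 100% = wells without enzyme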
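Test system: human alpha-thrombin; medium: pH 7.5 Tris-saline with Tween 20; times: reaction at room temperature; signal: AMC fluorescence at 355 nm excitation and 460 nm emission; also added: Boc-VPR-AMC substrate, 15 µM final; dosing: one concentration per compound, 5 µM, with 0.2% DMSO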
PPC-1+TRAIL kill: kills PPC-1 cancer cells in the presence of TRAIL. 0.41% of 220,000 active. PPC-1 cells + TRAIL, ATPLite viability luminescence. cell killing (% activity), % at 4 µM;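 active = cell killing above 50% in the first pass at 4 µM, then a duplicate retest at 5 µM averaging 50% or more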;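 note: plate controls were cells with TRAIL plus DMSO for no effect and medium-only wells lacking cells for full effect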
Cl transport mod: modulators of human KCC2 chloride dependent transport; Q9H2X9; KCC2 cells, thallium flux FluoZin-2 fluorescence; B-score of Tl+ flux slope (higher = more flux/activation; lower = inhibition) at 10 µM; 2.2% of 190,000 active; AID 1456;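 active = thallium flux slope and its plate-corrected score both differing from the plate sample mean at a set confidence after two filtering rounds, in either direction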;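 note: slope of fluorescence scaled to starting intensity during 10 to 20 s after thallium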
* = called active by the depositor; · = not tested or not shown; [ ] = dose if it differs, or a comment.

SMILES | TRPN1 ag | TbHK1 inh | EBV gp42 block | m-calpain inh | TRPML3 agonist | Furin inhibitor | thrombin 1536 | PPC-1+TRAIL kill | Cl transport mod
c1ccc(COc2ccc(CNCc3cccs3)cc2)cc1 | -0.5 | 4 | -8 | 4 | 0.5 | -11[20 µM] | 9 | 24 | ·
CCCn1c(SCC(=O)NCc2ccc(Cl)cc2)n[nH]c1=O | -1.2 | -4 | -15 | -15 | 0.8 | -18 | -8 | 21 | -0.09
O=C(/C=C/c1ccco1)NC1CCCC1 | 1.4 | 4 | -21 | -56 | 0.8 | -28 | 0 | 31 | 0.35
Cc1cc(C(=O)Nc2ccccc2C(=O)O)ccc1NC(=O)COc1cccc([N+](=O)[O-])c1 | 1.3 | 0 | -17 | -149 | 0.3 | -28 | 0 | -1 | -0.53
O=C(NCc1cccs1)NC1CCCCC1 | -1.3 | -8 | -13 | -18 | 0.1 | -15 | 3 | 12 | ·
CCCCOC(=O)Nc1ccc(N2CCCCC2)cc1 | -1.3 | 2 | -15 | 8 | 0.5 | -21[20 µM] | 4 | 25 | 0.25
O=C(NCC1(N2CCCCC2)CCCCC1)c1ccc(S(=O)(=O)N2CCCC2)cc1 | 0.5 | 2 | -20 | -8 | 0.6 | -21 | 0 | -12 | 1.5
COc1ccc(NC2=CC(=O)CC(c3ccc(C)cc3)C2)c(OC)c1 (centres undefined) | 1.4 | -6 | · | · | -0.2 | -17[20 µM] | · | · | ·
CCN(CC)c1nc(C(N)=O)cc(-c2ccccc2)n1 | 0.1 | -1 | -8 | 0 | 0.1 | 0 | -1 | 8 | -0.067
COc1ccc(-n2c(Cc3cccn3C)nnc2SCC(=O)N2CCOCC2)cc1 | 0.1 | 2 | -7 | 10 | 0.3 | -25 | 2 | 16 | 0.13
O=C(Nc1ncc(S(=O)(=O)c2ccc([N+](=O)[O-])cc2)s1)c1cccnc1 | 6.4 | -26 | -2 | -6 | 4.3 | -22 | -8 | 12 | -0.47
O=C(O)CP(=O)(O)O | 1.8 | 2 | 0 | 22 | 0.3 | -15 | 1 | 34 | 1.8
c1cncc(-c2nn[nH]n2)c1 | -0.3 | 18 | -30 | -20 | 0.0 | -9 | -1 | -5 | -0.33
COc1ccc(-c2csc(CCn3nc(C)cc3C)n2)cc1 | 0.7 | -2 | -20 | 8 | -0.3 | -5 | · | 11 | 0.35
Cc1cc(CC(C)C)n(-c2nc3ccccc3c(=O)n2OCC(N)=O)n1 | -0.3 | -11 | -13 | -18 | 0.5 | -15 | -13 | 1 | 1.3
Cn1c(=O)c2c(nc(N/N=C3\CCCc4ccccc43)n2Cc2ccc(F)cc2)n(C)c1=O | 0.8 | 1 | -5 | 12 | 0.2 | -16 | 5 | 6 | 0.63
O=C(COc1ccc(Cl)cc1)NCCSCc1ccccc1Cl | -1.0 | 36 | 3 | 30 | -0.4 | 3 | -4 | 6 | -1.4
Cc1nc2c(C(=O)NCc3ccccc3)c[nH]n2c(=O)c1Cl | 1.2 | 3 | -18 | -13 | 0.7 | -19 | -2 | 11 | ·
CN(C)c1ccc(P(=O)(COc2ccc([N+](=O)[O-])cc2)c2ccc(N(C)C)cc2)cc1 | -0.5 | -24 | -3 | 16 | 0.4 | -15 | -1 | 22 | ·
COc1ccc2cc1Oc1ccc(cc1)CC1c3c(cc(OC)c4c3Oc3cc5c(cc3O4)CCNC5C2)CCN1C (centres undefined) | -1.7 | -25 | -14 | -55 | 0.0 | 8 | 2 | 23 | -1.3
CC(C)(C#CCN1CCCCC1)OCCOC(c1ccccc1)c1ccccc1 | -2.5 | -7 | -18 | 17 | -0.4 | -19 | -3 | 10 | -0.41
Cc1cc(=O)oc(C)c1C(=O)N1CCN(C)CC1 | 1.6 | 5 | -16 | 19 | -0.1 | -21 | 2 | 6 | -0.41
O=C(c1ccccc1)c1cnc[nH]1 | 1.7 | -7 | -17 | -25 | 0.6 | -15 | 0 | 25 | -0.036
CC(C)NC(=S)N1CCN(Cc2ccc3c(c2)OCO3)CC1 | -0.9 | -2 | -20 | -23 | 1.7 | -20 | -6 | 17 | 0.026
O=C(Nc1ccc(F)cc1)Oc1ccc[nH]c1=O | 3.6 | 10 | -23 | 7 | 2.7 | -27 | 0 | 11 | 0.62
O=C(c1ccc(F)cc1)c1c[nH]c(C(=O)NCc2cccnc2)c1 | 1.5 | -3 | 3 | -37 | 1.4 | -11[20 µM] | 0 | 21 | 1.6
CCOC(=O)N1CCC2(CC1)C(C(=O)C13CC4CC(CC(C4)C1)C3)C2(C#N)C#N (centres undefined) | -0.6 | 0 | -6 | -96 | 0.5 | -26 | 3 | 25 | -1.7
Cc1ccc2cc(CCNC(=O)C(C)(C)C)c(=O)[nH]c2c1 | 1.2 | -1 | -1 | -21 | -0.6 | -7 | 3 | 14 | -2.1
CC(=O)c1ccc(OCCCN2CCCCC2)cc1 | -0.4 | 1 | -29 | 15 | 0.8 | -12[20 µM] | -3 | 27 | -0.29
CCC1(C)Cc2c(sc3nc4n(c(=O)c23)CCCS4)CO1 (centres undefined) | 0.6 | -11 | · | · | 0.5 | -11[20 µM] | · | · | -0.054
COc1cnc(-c2ccccn2)nc1Sc1ccccc1 | -0.8 | 0 | -11 | 4 | -0.2 | -8 | 2 | 9 | ·
Cc1ccc(C)c(NC(=O)C2C3CCCC2C3c2ccccc2)c1 (centres undefined) | -0.9 | -2 | -10 | 1 | 0.8 | -12 | 7 | 24 | ·
CCn1c(C)cc2c(c1=O)C(c1ccncc1)C(C#N)=C(N)O2 (centres undefined) | 1.1 | 7 | -10 | -23 | 0.5 | 0 | 4 | 7 | -0.67
CCOC(=O)N1CCN(c2c(NCCCN(CC)Cc3ccccc3)c(=O)c2=O)CC1 | 0.5 | 0 | -6 | -34 | 0.4 | -28 | -1 | 24 | 0.16
Cc1cccc(NC(=O)Cn2nnc3sc4c(c3c2=O)CC(C)(C)OC4)c1 | 2.9 | -15 | -4 | 23 | -0.7 | 0 | 12 | 1 | 1.5
CC12CC3(C)CC(C)(C1)CC(C(=O)NC1=NCCS1)(C2)C3 | 1.6 | 4 | · | · | 0.5 | -19[20 µM] | · | · | 0.44
N#Cc1ccccc1NC(=O)COC(=O)CCc1ccc(S(=O)(=O)N2CCCCC2)cc1 | 3.5 | 0 | 4 | 19 | 1.9 | -19 | -8 | 4 | 0.38
Cc1ccc(C(=O)N/N=C\c2ccc(Br)o2)o1 | -0.5 | -71 | -11 | -10 | -0.2 | -4[20 µM] | -6 | 15 | 1.1
Cc1nn2c(COc3ccc(NC(=O)c4ccccc4Cl)cc3)nnc2c2ccccc12 | 0.7 | -14 | -13 | -46 | 0.0 | -6 | -2 | 6 | -1.9
Cc1cc(C)cc(NC(=O)Nc2ccccc2N2CCCCC2)c1 | -0.6 | 1 | -10 | 3 | 0.1 | -8 | -4 | 22 | -1.3
COc1ccccc1OC(C)C(=O)NNC(=S)NC1CCCC1 (centres undefined) | 2.1 | 9 | -6 | 14 | 1.0 | -14 | -3 | -4 | 0.64
Cc1ccc(OCC(=O)N/N=C/c2cn(C)c3ccccc23)cc1 | -0.5 | -31 | -18 | -11 | -0.3 | -9 | -4 | -6 | 0.029
O=C(N/N=C/c1ccco1)C(O)c1ccccc1 (centres undefined) | 0.2 | 8 | -2 | 2 | 0.5 | -26 | 2 | 2 | 0.55
C=CCNc1oc(Cc2cccc3ccccc23)nc1C#N | -2.3 | 4 | -3 | 16 | -1.0 | -30 | 10 | 25 | -4.6*
O=C(NCCCc1ccccc1)c1cccs1 | -0.2 | -3 | -16 | -1 | -0.1 | -28[20 µM] | 0 | 11 | ·
CCc1ccc(/C=C2/SC(=S)N(CC(=O)Nc3nc4ccccc4s3)C2=O)cc1 | 1.5 | 32 | -30 | -216 | 0.3 | 13[20 µM] | -4 | -1 | 4.9*
Cc1c(Cl)cccc1NC(=S)N(Cc1cccs1)C1CCCC1 | -0.7 | -4 | -3 | 28 | -0.4 | -10 | 1 | 12 | 0.033
O=c1c2ccccc2ncn1-c1ccccc1F | -1.3 | 8 | 2 | 22 | 0.1 | -12 | -2 | 5 | -0.51
Cc1ccc2c(c1)C(=O)OC1(O)C3C4C=CC(C4)C3C(=O)N21 (centres undefined) | -0.5 | -8 | -14 | -25 | 0.5 | -26 | -4 | 13 | 0.75
O=C(COc1cnc2ccccc2n1)NCCC1=CCCCC1 | 1.2 | 4 | -15 | -49 | -0.6 | 2 | 14 | 20 | -0.0053
O=C(CCCCO)CCCCCCCC[C@H]1N[C@H](CO)[C@H](O)[C@@H]1O[C@@H]1O[C@H](CO)[C@@H](O)[C@H](O)[C@H]1O | -0.1 | 2 | -3 | -19 | 0.3 | -20 | -3 | 12 | -0.56
COc1cc(/C=N\NC(=O)c2ccc(Cn3cc(Br)c([N+](=O)[O-])n3)o2)cc(OC)c1O | 1.0 | 19 | 6 | -16 | 1.1 | -5 | 4 | 21 | -0.76
CC(NC(=O)c1ccco1)C1COc2ccccc2O1 (centres undefined) | 0.4 | 4 | -13 | -102 | 0.3 | -15[20 µM] | -2 | 4 | -0.018

Complete entries, quoted from the list.
O=C(NCCCc1ccccc1)c1cccs1 reads TRPN1 ag: -0.2; TbHK1 inh: -3; EBV gp42 block: -16; m-calpain inh: -1; TRPML3 agonist: -0.1; Furin inhibitor: -28[20 µM]; thrombin 1536: 0; PPC-1+TRAIL kill: 11; Cl transport mod: ·
O=C(COc1cnc2ccccc2n1)NCCC1=CCCCC1 reads TRPN1 ag: 1.2; TbHK1 inh: 4; EBV gp42 block: -15; m-calpain inh: -49; TRPML3 agonist: -0.6; Furin inhibitor: 2; thrombin 1536: 14; PPC-1+TRAIL kill: 20; Cl transport mod: -0.0053
COc1cc(/C=N\NC(=O)c2ccc(Cn3cc(Br)c([N+](=O)[O-])n3)o2)cc(OC)c1O reads TRPN1 ag: 1.0; TbHK1 inh: 19; EBV gp42 block: 6; m-calpain inh: -16; TRPML3 agonist: 1.1; Furin inhibitor: -5; thrombin 1536: 4; PPC-1+TRAIL kill: 21; Cl transport mod: -0.76

4 entries picked at random from those above, as already listed:
SMILES | TRPN1 ag | TbHK1 inh | EBV gp42 block | m-calpain inh | TRPML3 agonist | Furin inhibitor | thrombin 1536 | PPC-1+TRAIL kill | Cl transport mod
COc1cc(/C=N\NC(=O)c2ccc(Cn3cc(Br)c([N+](=O)[O-])n3)o2)cc(OC)c1O | 1.0 | 19 | 6 | -16 | 1.1 | -5 | 4 | 21 | -0.76
O=C(N/N=C/c1ccco1)C(O)c1ccccc1 (centres undefined) | 0.2 | 8 | -2 | 2 | 0.5 | -26 | 2 | 2 | 0.55
Cc1c(Cl)cccc1NC(=S)N(Cc1cccs1)C1CCCC1 | -0.7 | -4 | -3 | 28 | -0.4 | -10 | 1 | 12 | 0.033
O=c1c2ccccc2ncn1-c1ccccc1F | -1.3 | 8 | 2 | 22 | 0.1 | -12 | -2 | 5 | -0.51

Records above marked active in Cl transport mod:
smiles,TbHK1 inh,EBV gp42 block,m-calpain inh,TRPML3 agonist,Furin inhibitor,thrombin 1536,Cl transport mod
C=CCNc1oc(Cc2cccc3ccccc23)nc1C#N,4,-3,16,-1.0,-30,10,-4.6*
CCc1ccc(/C=C2/SC(=S)N(CC(=O)Nc3nc4ccccc4s3)C2=O)cc1,32,-30,-216,0.3,13[20 µM],-4,4.9*
